N370S GC = inhibits or activates N370S mutant glucocerebrosidase; P04062; N370S GC spleen homogenate, 4MU-glucoside fluorescence; Potency, µM (highest dose often 59.4 µM), inactives show top-dose activity change, negative = inhibition, usual class: inhibitors; actives 0.092% (n = 330,000); AID 2101;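 further: 0% = full enzyme activity and -100% = no enzyme basal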
TDP1 block = blocks human tyrosyl-DNA phosphodiesterase 1. Q9NUW8. actives 0.28% (n = 350,000). Potency, µM (titrated, usually from 130 µM), inactives show at the top dose activity change, negative = inhibition, actives largely listed as inhibitors. recombinant TDP1, AlphaScreen DNA substrate cleavage. AID 485290; further: nearly all actives have a fitted effect of over 40% in size
Target sequence (Q9NUW8 whole entry, looked up): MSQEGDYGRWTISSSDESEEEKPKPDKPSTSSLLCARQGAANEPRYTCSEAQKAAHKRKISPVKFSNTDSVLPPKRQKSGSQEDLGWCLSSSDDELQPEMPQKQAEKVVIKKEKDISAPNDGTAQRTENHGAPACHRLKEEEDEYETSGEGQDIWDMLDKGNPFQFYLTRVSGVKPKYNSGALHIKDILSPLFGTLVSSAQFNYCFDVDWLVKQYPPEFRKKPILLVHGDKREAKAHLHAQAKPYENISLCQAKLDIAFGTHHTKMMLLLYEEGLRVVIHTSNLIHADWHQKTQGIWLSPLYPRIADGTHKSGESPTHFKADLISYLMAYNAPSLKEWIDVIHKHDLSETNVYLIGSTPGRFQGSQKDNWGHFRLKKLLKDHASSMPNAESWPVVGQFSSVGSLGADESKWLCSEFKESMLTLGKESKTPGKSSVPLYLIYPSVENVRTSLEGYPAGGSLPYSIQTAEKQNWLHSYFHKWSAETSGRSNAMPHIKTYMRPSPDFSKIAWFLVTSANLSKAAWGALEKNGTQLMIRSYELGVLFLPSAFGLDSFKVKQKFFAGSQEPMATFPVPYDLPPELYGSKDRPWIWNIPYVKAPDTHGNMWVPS
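Steps: enzyme plus compound, 15 min RT; add biotin/phosphotyrosine-FITC oligonucleotide (15 nM final), react 5 min; add donor/acceptor beads (10 ug/ml final), 10 min; read AlphaScreen. Tdp1 at 1 nM final.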
TDP1 cell noCPT = qHTS for Inhibitors of human tyrosyl-DNA phosphodiesterase 1 (TDP1): qHTS in cells in absence of CPT. DT40 Tdp1-/- hTDP1 cells, no CPT, ATP luminescence, 48 h. Potency, µM (doses to about 46.2 µM), for the others: at the highest dose activity change, negative = growth inhibition, most hits filed as inhibitors. actives 15% (n = 420,000); further: nearly all actives have a fitted effect of over 55% in size
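Chicken DT40 Tdp1-/- cells stably complemented with human TDP1 were seeded at 400 cells/well with DMSO in place of 20 nM camptothecin. After compound pinning, cells grew at least 48 hr at 37 °C; viability read by CellTiter-Glo luminescence.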
An asterisk follows results filed as active; [ ] = remark or other dose. The call rests on the fitted dose curve; in most records, active means well fitted curve in the direction sought with a large enough effect; inconclusive means small, poorly fitted or top-dose-only effect, or another doubt; inactive means no such curve, though single readings can be large; an effect the other way counts as inactive or inconclusive. Unless noted, on the % scale 0 is the no-effect control and ±100 the full control effect; potency means the concentration at half of the fitted maximal effect.

What do the screens show for `Cc1ccc(C)c(NC(=O)C2CCCN(c3nc4ccccc4s3)C2)c1` (stereo not given)?
TDP1 block: 0%; TDP1 cell noCPT: inconclusive

How did CN1C2CCC1CC(NS(=O)(=O)c1ccc(C#N)cc1)C2 (stereo not given) do in these assays?
N370S GC: -13%; TDP1 block: 0%; TDP1 cell noCPT: 11%

What do the screens show for `COC(=O)c1sc2c(c1C)c(=O)n(-c1ccccc1)c(=O)n2CC(=O)Nc1cccc(C)c1`?
TDP1 block: 2%; TDP1 cell noCPT: inconclusive

What do the screens show for `CCSc1nnc(NC(=O)c2ccc3ccccc3n2)s1`?
N370S GC: inconclusive; TDP1 block: 10%; TDP1 cell noCPT: inconclusive

What do the screens show for `O=C(COC(=O)c1cc([N+](=O)[O-])ccc1N1CCOCC1)Nc1cc(F)ccc1F`?
N370S GC: -2%; TDP1 block: 11%; TDP1 cell noCPT: -24%

What do the screens show for `NC(=O)[C@H]1CC2(CC(c3cccc(NC(=O)CC(c4ccccc4)c4ccccc4)c3)=NO2)CN1C(=O)CC(c1ccccc1)c1ccccc1` (stereo not given in full)?
N370S GC: -6%; TDP1 block: -4%; TDP1 cell noCPT: inconclusive

How did Cc1ccc(Cl)cc1Nc1nc(N2CCOCC2)nc(N2CCOCC2)n1 do in these assays?
N370S GC: -2%; TDP1 block: 4%; TDP1 cell noCPT: inconclusive

Results for O=C(COC(=O)c1ccccn1)c1cccc(Br)c1 ?
N370S GC: -9%; TDP1 block: 2%; TDP1 cell noCPT: -10%

What do the screens show for `Cc1ccc(/C=C/C(=O)NCc2ccc3c(c2)OCO3)o1`?
N370S GC: -7%; TDP1 block: 2%; TDP1 cell noCPT: inconclusive

What do the screens show for `Cn1cnc2c1c(=O)n(Cc1ccc(F)cc1Cl)c(=O)n2C`?
N370S GC: 5%; TDP1 block: 7%; TDP1 cell noCPT: 11%

Results for CCOC(=O)COc1ccc2c(=O)c(-c3ccc(OC)c(OC)c3)c(C(=O)OCC)oc2c1 ?
N370S GC: 1%; TDP1 block: -2%; TDP1 cell noCPT: -3%

What do the screens show for `O=C(Nc1cccc(-c2cnc3ccccc3n2)c1)c1cccc(NC(=O)c2ccco2)c1`?
TDP1 block: -6%; TDP1 cell noCPT: 15µM*

How did Cc1ccc(NC2(c3ccccc3)C(=O)c3ccccc3C2=O)cc1F do in these assays?
TDP1 block: 2%[12.3 µM]; TDP1 cell noCPT: -21%

Results for COc1ccc2oc(C(=O)OCC(=O)/C(C#N)=C(\C)N)c(C)c2c1 ?
N370S GC: 6%; TDP1 block: -8%; TDP1 cell noCPT: -8%

Results for O=C(CN(c1ccc2c(c1)OCCO2)S(=O)(=O)c1ccccc1)NCc1ccc(Cl)cc1 ?
N370S GC: -19%; TDP1 block: 3%; TDP1 cell noCPT: inconclusive

Results for COC(=O)[C@H](CCSC)NC(=O)Nc1cc(OC)cc(OC)c1 ?
N370S GC: -2%; TDP1 block: 1%; TDP1 cell noCPT: -13%

Results for C=CCn1c(=O)n2ncnc2c2c3c(sc21)CCCC3 ?
N370S GC: 10%; TDP1 block: 0%; TDP1 cell noCPT: inconclusive

Results for Cc1nn(C(C)(C)C)c(OC(=O)c2ccco2)c1Sc1ccccc1 ?
N370S GC: 25%; TDP1 block: -3%; TDP1 cell noCPT: inconclusive

Results for COc1cc(NC(=O)c2cccs2)ccc1NC(=O)c1ccco1 ?
N370S GC: -7%; TDP1 block: 7%; TDP1 cell noCPT: inconclusive

Results for CC(=O)c1cccc(OCc2cc(C(=O)N(C)CCC3CCOCC3)no2)c1 ?
N370S GC: -8%; TDP1 block: 4%; TDP1 cell noCPT: inconclusive

Entries above that have a furan ring, fused or not (5):
What do the screens show for `Cc1ccc(/C=C/C(=O)NCc2ccc3c(c2)OCO3)o1`?
N370S GC: -7%; TDP1 block: 2%; TDP1 cell noCPT: inconclusive

What do the screens show for `O=C(Nc1cccc(-c2cnc3ccccc3n2)c1)c1cccc(NC(=O)c2ccco2)c1`?
TDP1 block: -6%; TDP1 cell noCPT: 15µM*

Results for COc1ccc2oc(C(=O)OCC(=O)/C(C#N)=C(\C)N)c(C)c2c1 ?
N370S GC: 6%; TDP1 block: -8%; TDP1 cell noCPT: -8%

Results for Cc1nn(C(C)(C)C)c(OC(=O)c2ccco2)c1Sc1ccccc1 ?
N370S GC: 25%; TDP1 block: -3%; TDP1 cell noCPT: inconclusive

Results for COc1cc(NC(=O)c2cccs2)ccc1NC(=O)c1ccco1 ?
N370S GC: -7%; TDP1 block: 7%; TDP1 cell noCPT: inconclusive

(more compounds)
Results for CC(=O)c1ccc(N(C(=O)CNC(=O)c2cccs2)C(C(=O)NCC2CCCO2)c2ccccc2)cc1 (stereo not given) ?
N370S GC: -5%; TDP1 block: 9%[0.0935 µM]; TDP1 cell noCPT: -13%

How did COc1ccc(NC(=O)CN2C(=O)c3ccccc3S2(=O)=O)cc1OC do in these assays?
N370S GC: -9%; TDP1 block: 9%; TDP1 cell noCPT: 1%

What do the screens show for `CC1CCc2cc(F)ccc2N1C(=O)C1(C)CC1(Cl)Cl` (stereo not given)?
N370S GC: 2%; TDP1 block: 4%; TDP1 cell noCPT: inconclusive

Results for COC(=O)c1cc(S(=O)(=O)NCc2ccccc2)c[nH]1 ?
N370S GC: -3%; TDP1 cell noCPT: -9%

How did Cc1cc(C)cc(NS(=O)(=O)c2ccc3[nH]cc(C(=O)NCCc4ccccc4)c(=O)c3c2)c1 do in these assays?
TDP1 block: 5%; TDP1 cell noCPT: 16µM*

What do the screens show for `CC(C)C(=O)Nc1ccc2c(c1)C(=O)NC2=O`?
N370S GC: 1%; TDP1 block: 4%; TDP1 cell noCPT: -11%

How did NS(=O)(=O)c1ccc(CCNC(=O)c2nc(CS(=O)(=O)c3ccc(Cl)cc3)no2)cc1 do in these assays?
N370S GC: -9%; TDP1 block: 1%; TDP1 cell noCPT: 3%

Results for CSc1nc(Oc2ccc3ccccc3c2)c2ccccc2n1 ?
N370S GC: 5%; TDP1 block: 3%; TDP1 cell noCPT: inconclusive

How did O=c1cc(CN2CCN(c3ccccc3F)CC2)c2cc3c(cc2o1)CCCC3 do in these assays?
N370S GC: -24%; TDP1 block: 5%; TDP1 cell noCPT: inconclusive

Results for Cc1ccc(NCc2nnc(SCC(=O)Nc3cc(C)on3)n2C)cc1 ?
N370S GC: 26%; TDP1 block: -7%; TDP1 cell noCPT: -24%

Results for C/C(=C\c1cccc(Br)c1)C(=O)c1c(C)cc(C)[nH]c1=O ?
N370S GC: 6%; TDP1 cell noCPT: -17%

How did O=C(Nc1ccc(Br)cc1F)c1ccc2nc(CCc3ccccc3)oc2c1 do in these assays?
TDP1 block: 1%; TDP1 cell noCPT: 12µM*

Results for O=C(O)c1cc(S(=O)(=O)NCCOc2ccccc2)ccc1Cl ?
TDP1 block: -4%; TDP1 cell noCPT: 13%

Results for COc1ccc(CNc2nc3c(c(=O)n(Cc4ccc(F)cc4)c(=O)n3C)n2C)cc1 ?
N370S GC: 7%; TDP1 block: 5%; TDP1 cell noCPT: inconclusive

Results for COC(=O)c1ccccc1NC(=O)N1CCN(S(=O)(=O)c2ccc(Cl)cc2)CC1 ?
N370S GC: 3%; TDP1 block: -2%; TDP1 cell noCPT: inconclusive

Results for O=C1CSC(=S)N1c1ccc(O)cc1 ?
N370S GC: -5%; TDP1 block: 3%; TDP1 cell noCPT: inconclusive

Results for O=C(Nc1cc(C(F)(F)F)ccc1Cl)c1ccc(NC(=O)C(F)(F)F)cc1 ?
N370S GC: -3%; TDP1 block: 0%; TDP1 cell noCPT: inconclusive

How did Cc1ccc(Cn2c(CO)cnc2SCc2ccc(F)cc2)cc1 do in these assays?
TDP1 block: 8%; TDP1 cell noCPT: 16µM*

How did COc1ccc(C(=O)Nc2cc(C(=O)c3ccccc3)c(C)oc2=O)cc1 do in these assays?
N370S GC: -6%; TDP1 block: 9%; TDP1 cell noCPT: 10µM*

How did O=C(NCC(=O)N1CC(O)CC1C(=O)N1CC(O)CC1C(=O)OCc1ccccc1)OCc1ccccc1 (stereo not given) do in these assays?
N370S GC: 8%; TDP1 block: 7%; TDP1 cell noCPT: 11%

How did CCOC(=O)CC(=O)CSc1nc2ccccc2c(=O)n1CCc1ccccc1 do in these assays?
TDP1 block: -7%; TDP1 cell noCPT: inconclusive

What do the screens show for `CCOC(=O)N1CCN(C(=O)c2ccc(OCC)cc2)CC1`?
N370S GC: -19%; TDP1 block: 3%; TDP1 cell noCPT: -21%

How did COC(=O)CN1CCN(C(=O)c2ccco2)CC1 do in these assays?
N370S GC: -1%; TDP1 block: 2%; TDP1 cell noCPT: 4%

How did CC(=O)c1ccc(S(=O)(=O)N(C)CC(=O)NCc2ccco2)cc1 do in these assays?
TDP1 block: -4%[56.1 µM]; TDP1 cell noCPT: -26%

What do the screens show for `COc1ccc(C(=O)COC(=O)CCN2C(=O)C3C4CCC(C4)C3C2=O)cc1` (stereo not given)?
N370S GC: -9%; TDP1 block: 0%; TDP1 cell noCPT: -2%

How did COc1ccc(-c2cnc3n2CCCCC3)cc1 do in these assays?
N370S GC: -2%; TDP1 cell noCPT: 23µM*

How did CCNc1nc(Oc2ccc(OCC(=O)OC)nn2)nc(N2CCOCC2)n1 do in these assays?
TDP1 block: 0%; TDP1 cell noCPT: 2%

How did COc1ccc(N2CCN(C(CNC(=O)C(C)C)c3ccc4c(c3)OCO4)CC2)cc1 (stereo not given) do in these assays?
N370S GC: -5%; TDP1 block: 5%; TDP1 cell noCPT: -16%

Results for COc1ccc(Nc2nc(NCc3ccco3)nc(N/N=C/c3ccccc3F)n2)cc1 ?
N370S GC: -7%; TDP1 block: 11%; TDP1 cell noCPT: 16µM*

What do the screens show for `CCCC(CCC)C(=O)Nc1cc(-c2cn3cccnc3n2)ccc1OC`?
TDP1 block: 1%; TDP1 cell noCPT: -12%

What do the screens show for `CC(=O)NC1C(Oc2ccc3c(C)cc(=O)oc3c2)OC(COC(C)=O)C(OC(C)=O)C1OC(C)=O` (stereo not given)?
N370S GC: -3%; TDP1 block: -6%; TDP1 cell noCPT: -15%

What do the screens show for `Nc1nc(SCC(=O)Nc2ccc(Cl)c([N+](=O)[O-])c2)n[nH]1`?
TDP1 block: 2%; TDP1 cell noCPT: -9%

What do the screens show for `COc1cc2cc(C(=O)N[C@@H](Cc3ccccc3)C(=O)O)n(C)c2c(OC)c1OC`?
N370S GC: -7%; TDP1 cell noCPT: 0%

Results for c1ccc(-n2nnnc2-c2cnc(-c3ccncc3)nc2-c2cccs2)cc1 ?
N370S GC: 6%; TDP1 block: 0%; TDP1 cell noCPT: -27%

How did COc1ccc(/C=C(/NC(=O)c2ccccc2)C(=O)NC(Cc2c[nH]c3ccccc23)C(=O)O)cc1 (stereo not given) do in these assays?
N370S GC: -7%; TDP1 block: 2%; TDP1 cell noCPT: -3%

How did Cc1cccc(NC(=O)Cn2c(=O)oc3cc(S(=O)(=O)NC4CCCC4)ccc32)c1 do in these assays?
TDP1 block: 3%; TDP1 cell noCPT: inconclusive

What do the screens show for `O=S(=O)(CCNCc1cccs1)c1ccc(Cl)cc1`?
N370S GC: -11%; TDP1 block: 0%; TDP1 cell noCPT: 7%

What do the screens show for `Cc1ccc(-n2[nH]c(C)c(/C=N/NC(=O)c3ccc([N+](=O)[O-])cc3)c2=O)c(C)c1`?
N370S GC: -5%; TDP1 block: 6%

How did CC(C)(C)C(=O)OC/C(N)=N/OC(=O)c1ccc(Cl)cc1 do in these assays?
N370S GC: 3%; TDP1 block: 3%; TDP1 cell noCPT: -10%

What do the screens show for `Cc1ccc(-c2cnc(-c3ccncc3)o2)cc1`?
N370S GC: -1%; TDP1 block: 10%; TDP1 cell noCPT: inconclusive

2 entries drawn at random from those above:
How did CC(=O)c1ccc(S(=O)(=O)N(C)CC(=O)NCc2ccco2)cc1 do in these assays?
TDP1 block: -4%[56.1 µM]; TDP1 cell noCPT: -26%

What do the screens show for `O=S(=O)(CCNCc1cccs1)c1ccc(Cl)cc1`?
N370S GC: -11%; TDP1 block: 0%; TDP1 cell noCPT: 7%

Continuation:
Results for Cc1ccc2c(c1)N(C(=O)CCC(=O)N1CCC(C(N)=O)CC1)CC(C)O2 (stereo not given) ?
N370S GC: -1%; TDP1 cell noCPT: 5%

What do the screens show for `Cc1cc2nnc(SCC(=O)N3CCCCC3)n2c(N)n1`?
N370S GC: -1%; TDP1 block: -1%; TDP1 cell noCPT: 1%

How did COC(=O)C(=NNc1c(C)n(C)n(-c2ccccc2)c1=O)C(=O)OC do in these assays?
N370S GC: -6%; TDP1 block: 5%; TDP1 cell noCPT: -17%

What do the screens show for `O=C(Cc1ccccc1)NCC1CCCO1` (stereo not given)?
N370S GC: 2%; TDP1 block: 2%; TDP1 cell noCPT: -15%

Results for Cc1ccc(S(=O)(=O)N(C)c2ccc(OC(C)C(=O)N3CCCC3)cc2)cc1C (stereo not given) ?
N370S GC: -1%; TDP1 cell noCPT: inconclusive

Screening data: PubChem BioAssay, National Center for Advancing Translational Sciences (NCATS)

Not all compounds are listed; count on the stated rates, not on these rows.
